TWEAK-Fn14 inh = blocks TWEAK-Fn14 interaction in a reporter cell assay | TWEAK-stimulated Fn14 reporter cells, luciferase luminescence, 8 h | inhibition, % at 10 µM | 360,000 tested, 2% active | AID 1159606; in the data active means inhibition above about 50%
hiPSC survival = hiPSC single-cell survival enhancement; ATPlite luminescence; 100% = ROCK inhibitor wells, 0% = DMSO; survival enhancement, % at 20 µM; 360,000 tested, 0.044% active; in the data active means survival enhancement above about 18%;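 further: cells exposed to compounds for 16 hours before the ATP read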
Shn3 inh set2 = reduces Shn3 3'UTR luciferase signal in osteoblasts; Clone20 osteoblast Shn3 3'UTR firefly luciferase, 24 h; inhibition, % at 12.5 µM; 360,000 tested, 0.52% active; AID 588674;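 active means mean inhibition of at least 75% with every replicate also reaching 75%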;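 further: 0% = median of neutral control wells and 100% = pilot-screen positive control compound; some compounds past the cut are filed as inactive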
HIF-2a block = HIF-2a inhibition. 786-0 RCC cells HIF-2a reporter, luciferase luminescence, overnight. inhibition, % at 18.8 µM. 360,000 tested, 0.72% active;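 active means inhibition of the luminescence signal of 40% or more relative to plate controls, in a single-dose primary screen at 18.75 µM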
KKLEB tox = CF airway cell cytotoxicity counter-screen; AID 602141; 360,000 tested, 0.36% active; activity change (cytotoxicity), % at 5 µM; KKLEB CF airway cells viability, ATPlite luminescence, overnight; active compounds read low; cells stimulated with P. aeruginosa culture filtrate;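 active means corrected activity change at or below -50% at 5 µM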
NR2E3 ag-1 = activates human photoreceptor nuclear receptor NR2E3; Q9Y5X4; GST-NR2E3/biotin-RetCOR TR-FRET, 1536-well; inhibition of corepressor binding, % at 4.78 µM; 320,000 tested, 0.12% active; AID 2300;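 active means percent inhibition above the cutoff of mean plus 3 SD of all tested compounds, set per screening campaign, cut at about 20% in these data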;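 further: 0% = DMSO wells and 100% = biotin wells as full block of FRET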
Target sequence (Q9Y5X4 whole entry, looked up): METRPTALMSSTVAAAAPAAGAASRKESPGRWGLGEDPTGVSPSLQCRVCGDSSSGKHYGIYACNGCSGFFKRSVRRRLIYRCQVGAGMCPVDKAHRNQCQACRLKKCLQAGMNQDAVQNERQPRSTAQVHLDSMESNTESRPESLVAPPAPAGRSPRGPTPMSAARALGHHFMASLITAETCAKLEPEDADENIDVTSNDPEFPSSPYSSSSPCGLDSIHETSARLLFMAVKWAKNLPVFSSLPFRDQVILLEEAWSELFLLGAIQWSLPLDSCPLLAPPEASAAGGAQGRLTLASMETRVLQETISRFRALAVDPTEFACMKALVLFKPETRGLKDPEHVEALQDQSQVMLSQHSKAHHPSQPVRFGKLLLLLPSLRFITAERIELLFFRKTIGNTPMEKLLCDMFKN
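system = GST-tagged NR2E3 plus biotinylated RetCOR corepressor | input = 1.35 nM GST-NR2E3 | also added = 7 nM biotin-RetCOR | schedule = 5 h incubation at 4 °C | measured by = TR-FRET with europium anti-GST and streptavidin-D2, 340 nm excitation | read-out = percent loss of FRET ratio relative to control wells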
CF NFkB inh = inhibitors of cystic fibrosis induced NF-kB | KKLEB NF-kB-GFP reporter, PAF-induced, GFP fluorescence overnight | inhibition, % at 5 µM | 360,000 tested, 0.86% active | AID 588850;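 active means at least 50% inhibition at 5 µM, scaled per plate between neutral and stimulator controls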;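 further: PAF is a Pseudomonas aeruginosa culture filtrate used as stimulus; plate controls were PAF-stimulated DMSO wells for no effect and unstimulated DMSO wells for full effect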
MITF TRPM1 inh = reduces MITF-dependent TRPM1 promoter luciferase signal | inhibition, % at 12.5 µM | SK-MEL-5 TRPM1 promoter luciferase, 24 h | AID 488899 | 330,000 tested, 0.83% active;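 active means mean inhibition across replicates of 60% or more, whatever share of single replicates reaches that level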; further: values of inactives mirror those of a sister screen read the other way
NR2E3 ag-2 = human photoreceptor-specific nuclear receptor agonism. inhibition of corepressor binding, % at 3.98 µM. 360,000 tested, 0.35% active. CHO-S Gal4-NCOR/VP16-NR2E3 two-hybrid, luciferase. Q9Y5X4. AID 602229;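 active means inhibition above the mean of all tested compounds plus 3 SD, cut at about 70% in these data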;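 further: 0% = DMSO with NR2E3 transfected cells and 100% = cells lacking NR2E3 construct; higher means lower luciferase signal from less NR2E3 corepressor binding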
Peg3 promoter = reduces Peg3 promoter-driven luciferase expression in HeLa. HeLa PEG-Prom luciferase reporter, luminescence, overnight. inhibition, % at 20 µM. 360,000 tested, 1.7% active. AID 588405;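 active means inhibition of at least 50% at 20 µM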
aDG glyco up = increases alpha dystroglycan glycosylation; Pro5-aDG cells, alpha-DG glycosylation AlphaScreen (IIH6); 0% Pro5, 100% B10-LARGE cell signal; activation, % at 10 µM; 360,000 tested, 0.22% active; AID 624168;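 active means activation of at least 8% versus controls, or a plate z-score of at least 8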;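 further: Pro5 are CHO cells carrying HIG-tagged alpha-DG that lacks glycosylation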
The depositor's hits bear a star; · = not tested or not shown.

cpd	SMILES	TWEAK-Fn14 inh	hiPSC survival	Shn3 inh set2	HIF-2a block	KKLEB tox	NR2E3 ag-1	CF NFkB inh	MITF TRPM1 inh	NR2E3 ag-2	Peg3 promoter	aDG glyco up
1	CC(C)C[C@H](NC(=O)N1CC(=O)Nc2ccccc21)C(=O)N[C@@H](C(=O)O)c1ccccc1	2.8	0.1	-18.0	6.8	4.1	-4.5	-11.4	-4.2	-17.8	-6.7	0.1
2	CC(=O)c1ccc(N2CCN(C(=O)c3ccco3)C(C)C2)c(F)c1 (stereo not drawn)	0.9	0.7	4.3	7.3	-4.7	1.4	-6.1	-6.8	-19.2	-6.3	0.5
3	Cc1ccc(CN(CC(=O)NC2CCCC2)C(=O)c2csnn2)cc1	23.5	-0.4	3.0	5.2	3.3	1.8	-6.8	-4.7	42.5	1.8	0.3
4	O=C(c1ccc(CSc2nc3ccncc3[nH]2)cc1)N1CCN(c2cccc(Cl)c2)CC1	61.4*	-0.7	88.5*	-29.6	-6.8	2.1	34.5	·	87.9*	15.5	0.6
5	COc1ccc(CC(=O)N2CCC(c3ccccc3)C2)cc1 (stereo not drawn)	-1.1	-0.4	-46.5	-128.6	8.3	-0.2	7.1	-24.0	-107.4	-106.7	0.4
6	CCOCC(=O)NC1CCc2cc(OC)c(OC)c(OC)c2-c2ccc(SC)c(=O)cc21 (stereo not drawn)	22.6	-1.1	1.9	22.7	-27.2	·	44.2	45.8	25.2	-9.5	0.0
7	CCOc1ccc(/C=N/NC(=O)Cc2csc(Nc3cccc(C(F)(F)F)c3)n2)c(OCC)c1	7.6	1.7	2.3	8.4	10.4	-1.8	-0.8	-5.0	-25.6	9.0	0.0
8	CCn1nnc(NC(=O)c2sc3ccccc3c2Cl)n1	-5.9	-2.7	-41.0	-169.2	0.4	5.7	-7.9	-53.7	-67.6	-187.7	-0.2
9	COC(=O)c1ccc(=O)n(-c2ccc(OC)cc2)c1	-5.9	-0.2	13.4	16.3	5.9	0.6	-11.6	-14.0	6.5	-7.1	0.1
10	O=c1c(-c2ccco2)[n+]([O-])c2ccccc2n1OCc1ccccc1[N+](=O)[O-]	8.0	-1.8	-6.7	-17.0	-7.2	1.0	-31.2	8.6	1.0	-3.2	-0.3
11	COC(=O)c1ccc(-n2nnnc2SCC(=O)Nc2ccccc2F)cc1	8.5	1.1	4.6	11.3	5.9	2.4	-2.2	-0.1	-22.4	12.8	0.3
12	CCN(CC)CCNC(=O)c1cc2c(=O)n(C)c3ccccc3c2n1C	-35.8	6.5	-2.9	-10.9	-2.9	1.3	-52.7	·	-13.7	-5.6	0.2
13	COc1ccc(NC(=O)CN(C)C(=O)c2ccc(=O)[nH]c2)cc1	10.8	0.1	-11.9	19.8	5.0	7.1	3.9	-8.4	-4.6	6.6	0.2
14	CCn1ncc([N+](=O)[O-])c1C(=O)Nc1ccc(C)c(C)c1	-6.5	-0.3	-12.0	-10.9	9.1	5.2	-17.6	-2.3	3.0	-15.0	0.1
15	COc1cccc2cc(C(=O)Oc3ccccc3)c(=O)oc12	-5.2	0.3	9.3	11.7	9.3	2.2	-3.7	2.3	-3.7	9.4	0.0

Quoted at random: 2 compounds from above.
cpd	SMILES	TWEAK-Fn14 inh	hiPSC survival	Shn3 inh set2	HIF-2a block	KKLEB tox	NR2E3 ag-1	CF NFkB inh	MITF TRPM1 inh	NR2E3 ag-2	Peg3 promoter	aDG glyco up
12	CCN(CC)CCNC(=O)c1cc2c(=O)n(C)c3ccccc3c2n1C	-35.8	6.5	-2.9	-10.9	-2.9	1.3	-52.7	·	-13.7	-5.6	0.2
1	CC(C)C[C@H](NC(=O)N1CC(=O)Nc2ccccc21)C(=O)N[C@@H](C(=O)O)c1ccccc1	2.8	0.1	-18.0	6.8	4.1	-4.5	-11.4	-4.2	-17.8	-6.7	0.1

The list goes on:
cpd	SMILES	TWEAK-Fn14 inh	hiPSC survival	Shn3 inh set2	HIF-2a block	KKLEB tox	NR2E3 ag-1	CF NFkB inh	MITF TRPM1 inh	NR2E3 ag-2	Peg3 promoter	aDG glyco up
16	CC(=O)N1CCC2(CC1)CC(=O)c1cc(OCC(=O)N3CCOCC3)ccc1O2	-2.4	-0.6	·	8.1	3.2	-1.3	8.3	-2.0	21.5	4.8	-0.1
17	CCCCn1c(N)c(N(CC(C)C)C(=O)CSc2ccc3c(c2)OCCO3)c(=O)[nH]c1=O	3.1	-0.6	-9.7	5.6	-0.3	3.9	-5.0	0.2	-16.8	4.0	-0.2
18	Cc1ccccc1-n1c(=O)c2ccccc2n2cnnc12	-22.4	-1.0	-8.3	9.4	2.5	-1.7	-13.2	-6.1	-33.9	9.3	3.8
19	CCN(CC)C(=O)c1[nH]cnc1C(=O)N[C@@H](CCCCNC(=O)OC(C)(C)C)C(=O)OC(C)(C)C	-4.9	0.4	-32.7	10.6	25.3	0.5	-17.0	11.9	3.0	-17.2	-0.1
20	CCOc1ccc(C(=O)Nc2cc(=O)n(C)c(=O)n2C)cc1	0.1	-0.6	-7.5	-9.8	-13.1	2.9	-6.1	1.4	-25.0	-7.6	-0.1
21	Cc1cccc(N2CCN(S(=O)(=O)c3cccc4nonc34)CC2C)c1 (stereo not drawn)	-5.6	1.6	-9.3	16.1	-11.5	-0.5	-5.5	-1.8	-19.3	15.7	-0.5
22	C=CCN(CC=C)C(=O)COC(=O)c1ccc(Sc2ncn[nH]2)c([N+](=O)[O-])c1	9.8	-0.3	8.9	19.7	4.1	0.1	8.3	6.0	-22.5	15.3	0.0
23	COc1ccc(C2C(C(=O)NCc3ccccc3)=C(C)Nc3ncnn32)cc1OC (stereo not drawn)	3.0	1.2	2.8	1.4	1.1	2.0	-2.6	-0.3	-14.2	5.8	0.1
24	NC(Cc1ccccc1)c1csc(Nc2nccc(C(F)(F)F)n2)n1 (stereo not drawn)	-15.3	-2.0	-4.9	-12.8	-18.6	·	-1.2	·	-17.2	-13.3	0.7
25	Cc1ccc(C)c(S(=O)(=O)Nc2ccc(O)c(C(=O)O)c2)c1	-4.8	-1.3	0.4	16.9	6.0	1.3	-5.9	17.2	-2.1	-7.4	-0.4
26	COc1ccc(OC)c(NC(=O)COC(=O)Cc2ccc(-c3ccccc3)cc2)c1	-9.8	0.2	24.7	13.2	3.0	1.7	10.6	-6.4	19.5	-2.5	0.0
27	N/C(Cc1ccc([N+](=O)[O-])cc1)=N\OC(=O)COc1ccccc1Cl	-19.0	-2.5	2.4	-42.5	-2.0	2.9	-5.2	2.4	-29.9	-19.6	-0.1
28	O=C(c1ccccc1Cl)c1c(O)c2ccccc2oc1=O	-2.2	1.6	3.6	14.6	-11.8	-0.4	2.6	14.3	-16.0	2.6	-0.1
29	CC(C)C[C@H]1CN=C(N(C)C)N1CC1CCCC1	17.9	-1.7	76.7	-1.0	0.2	2.2	-7.3	9.3	17.8	-3.1	0.0
30	CCN1CCSc2ccc(C(=O)NCc3cc(Br)ccc3OC)cc21	14.6	-1.8	-17.7	19.2	15.5	5.9	-13.3	·	-13.7	17.9	0.4
31	COc1ccc(-n2nnc3c(=O)n(Cc4ccccc4C)cnc32)cc1	1.7	-0.6	6.0	-10.0	4.8	-2.2	4.5	3.3	-12.7	15.5	0.2
32	CCOc1ccc(OCC(=O)Nc2ccc(OC)cc2)cc1	-35.8	1.0	-0.9	-20.2	-10.2	0.4	-6.0	-6.2	10.9	-26.7	-0.1
33	COc1cccc(-c2noc(CCCC(=O)N3CCOCC3)n2)c1	-8.6	0.4	-11.5	-23.1	2.3	-2.4	8.6	-0.2	-7.5	-18.7	0.5
34	Cc1ccc(-n2cnnn2)cc1Cl	0.4	0.4	11.1	14.2	3.4	2.1	-9.4	2.9	-50.5	-1.1	0.0
35	NC(=O)c1ccsc1NC(=O)c1cc(=O)c2ccccc2o1	-36.8	-1.1	-65.7	-313.0	-10.8	0.1	-59.6	-143.1	-138.3	-275.3	-0.4
36	CCOC(=O)C1=CCN(S(=O)(=O)c2ccccc2Br)C1c1cccc(C)c1 (stereo not drawn)	-0.1	1.8	-9.5	9.2	0.1	·	14.9	·	-6.8	27.3	0.1
37	CCCc1[nH]nc2c1C(c1ccc(OC(=O)c3ccco3)cc1)C(C#N)=C(N)O2 (stereo not drawn)	11.9	-2.0	8.9	8.6	5.3	0.7	-13.6	17.8	-14.5	-2.3	-0.2
38	Cc1cccc(C(=O)Nc2sc(-c3ccccc3)cc2C(=O)O)c1	-8.4	-0.2	-46.0	-353.3	-14.4	1.8	17.0	-90.5	-154.1	-278.9	-0.1
39	CCn1cc(CN2CCN(Cc3ccc(OC)c(C)c3C)C(CCO)C2)c(C)n1 (stereo not drawn)	-7.8	-0.1	10.4	2.0	-5.0	-0.8	-2.7	-0.5	19.2	-0.3	0.6
40	COc1cc2c(cc1OC)C(C(=O)N1CCCC1)C(c1ccccc1F)N(C)C2=O (stereo not drawn)	-4.0	0.9	1.8	3.5	8.2	1.5	-13.3	5.4	-1.3	-1.4	-0.1
41	CN(C)c1ccc(/C=C/C#N)cc1	-4.5	-0.6	-5.3	-17.4	-7.8	0.2	-6.8	4.8	2.4	-0.8	-0.2
42	CCCN(CC(=O)Nc1ccc(F)c(F)c1F)C(=O)CCc1nc2ccccc2c(=O)[nH]1	9.5	-0.4	6.4	12.6	12.3	-1.0	5.5	4.9	-4.0	14.0	0.0

Looked up above:
Reading for NC(=O)c1ccsc1NC(=O)c1cc(=O)c2ccccc2o1 in MITF TRPM1 inh: -143.1
Reading for Cc1ccc(-n2cnnn2)cc1Cl in HIF-2a block: 14.2
Reading for CCCc1[nH]nc2c1C(c1ccc(OC(=O)c3ccco3)cc1)C(C#N)=C(N)O2 (stereo not drawn) in NR2E3 ag-2: -14.5
Reading for Cc1cccc(C(=O)Nc2sc(-c3ccccc3)cc2C(=O)O)c1 in Shn3 inh set2: -46.0

Screening data: PubChem, several laboratories
